Assay outcomes: PubChem BioAssay, The Scripps Research Institute Molecular Screening Center
ARFGAP1 inhibitor: inhibits rat ARF GTPase activating protein 1 | Q62848 | Arfgap1-stimulated ARF1 GTP hydrolysis, GDP FP detection | inhibition, % at 16.5 µM | hit rate 0.26% among 360,000 | AID 651572;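 active = inhibition above a per-plate limit, mean inhibition of low control wells plus 3 SD, cut at about 25% in these data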;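 note: 0% = DMSO wells with enzyme and 100% = wells lacking Arfgap1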
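Material – truncated rat Arfgap1 GAP domain · Buffer or medium – HEPES-based buffer, pH 7.5 · Reagent – human ARF1(Δ1-17)-GTP substrate · Dosing – 16.5 µM single point, 1.26% DMSO · Schedule – GTP hydrolysis reaction 2 h at 25 °C · Technique – GDP detection by fluorescence polarization · Benchmarks – No-Arfgap1 wells (100%) versus DMSO full-reaction wells (0%) · Repeats – single replicate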
ADAM10 inh: ADAM10 inhibition, QFRET primary screen | O14672 | recombinant ADAM10, EDANS/DABCYL FRET peptide cleavage, 3 h | inhibition, % at 7 µM | hit rate 0.62% among 370,000 | AID 720582;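 active = inhibition above a per-campaign cutoff equal to the mean of compounds falling between control-based bounds plus 3 SD, cut at about 20% in these data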;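 note: 0% = DMSO wells while the 100% control is not disclosed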
ASAP1 inh: ASAP1 ArfGAP inhibition; ASAP1-stimulated ARF1 GTP hydrolysis, GDP FP detection; inhibition, % at 16.5 µM; hit rate 0.19% among 360,000; AID 624377; Q9ULH1; in the data active = inhibition above about 25%;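 note: 0% = vehicle with enzyme and substrate and 100% = no enzyme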
ADAM17 inh: inhibits human ADAM17. P78536. recombinant ADAM17, EDANS/DABCYL FRET peptide cleavage. inhibition, % at 6.95 µM. hit rate 0.83% among 370,000. AID 720648;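 active = inhibition above the mean of compounds lying between control limits plus 3 SD, set per campaign, cut at about 8.5% in these data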;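 note: 0% = DMSO-only wells as the low control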
proKLK7 act: activators of human kallikrein-7 zymogen; purified proKLK7, EDANS-DABCYL substrate fluorescence; 100% is mature enzyme control, 0% vehicle; activation, % at 7 µM; hit rate 0.9% among 370,000; AID 652039;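 active = activation above the mean of all tested compounds plus 3 SD, computed per campaign excluding outliers beyond control limits, cut at about 13% in these data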
Tn7 DDE FP: inhibitors of Tn7 peptide binding to human fibrin DD(E); AID 720508; FP displacement of FITC-Tn7 peptide from fibrin DD(E); 0% = median of compound wells per plate; inhibition, % at 8.3 µM; hit rate 0.13% among 370,000; P02675;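 active = inhibition above the mean of compounds falling within the control limits plus 3 SD of them, cut at about 14% in these data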;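 note: 0% = plate median of compound wells and 100% = 10 µM Aha-Tn7 peptide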
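Assay system: Human clot-derived fibrin DD(E) complex | Buffer or medium: Tris/NaCl/CaCl2 buffer, pH 7.8 | Repeats: One replicate per compound | Benchmarks: Aha-Tn7 high control | Measure: % inhibition scaled between sample-field median and high-control FP | Schedule: 10 min plus 3 h, room temperature | Signal: Fluorescence polarization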
Tn6 DDE FP: DD(E)-Tn6 binding inhibition, primary FP screen | inhibition, % at 8.3 µM | P02675 | hit rate 0.21% among 370,000 | AID 720509 | Fibrin DD(E) TRITC-Tn6 fluorescence polarization displacement;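 active = inhibition above a per-campaign cutoff: mean of compounds within control limits plus 3 SD, cut at about 15% in these data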;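 note: 0% = median of all compound wells on the plate and 100% = blocking peptide control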
LEDGF integ inh: blocks HIV-1 LEDGF/p75-dependent DNA integration; hit rate 0.64% among 370,000; TR-FRET IN-LEDGF/p75 DNA integration, Eu/Cy5; inhibition, % at 3.7 µM; AID 743269;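 active = inhibition above the screen-wide mean plus 3 SD, cut at about 13% in these data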;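 note: signal is the Cy5 over europium emission ratio at 671 and 618 nm; 0% = plate median of compound wells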
PLCg1 inh: blocks human PLC-gamma1 enzyme activity; purified PLC-gamma1, fluorogenic substrate, fluorescence; inhibition, % at 12.2 µM; hit rate 0.84% among 370,000; AID 720700; in the data active = inhibition above about 9.5%
Target sequence (P19174 whole entry, looked up): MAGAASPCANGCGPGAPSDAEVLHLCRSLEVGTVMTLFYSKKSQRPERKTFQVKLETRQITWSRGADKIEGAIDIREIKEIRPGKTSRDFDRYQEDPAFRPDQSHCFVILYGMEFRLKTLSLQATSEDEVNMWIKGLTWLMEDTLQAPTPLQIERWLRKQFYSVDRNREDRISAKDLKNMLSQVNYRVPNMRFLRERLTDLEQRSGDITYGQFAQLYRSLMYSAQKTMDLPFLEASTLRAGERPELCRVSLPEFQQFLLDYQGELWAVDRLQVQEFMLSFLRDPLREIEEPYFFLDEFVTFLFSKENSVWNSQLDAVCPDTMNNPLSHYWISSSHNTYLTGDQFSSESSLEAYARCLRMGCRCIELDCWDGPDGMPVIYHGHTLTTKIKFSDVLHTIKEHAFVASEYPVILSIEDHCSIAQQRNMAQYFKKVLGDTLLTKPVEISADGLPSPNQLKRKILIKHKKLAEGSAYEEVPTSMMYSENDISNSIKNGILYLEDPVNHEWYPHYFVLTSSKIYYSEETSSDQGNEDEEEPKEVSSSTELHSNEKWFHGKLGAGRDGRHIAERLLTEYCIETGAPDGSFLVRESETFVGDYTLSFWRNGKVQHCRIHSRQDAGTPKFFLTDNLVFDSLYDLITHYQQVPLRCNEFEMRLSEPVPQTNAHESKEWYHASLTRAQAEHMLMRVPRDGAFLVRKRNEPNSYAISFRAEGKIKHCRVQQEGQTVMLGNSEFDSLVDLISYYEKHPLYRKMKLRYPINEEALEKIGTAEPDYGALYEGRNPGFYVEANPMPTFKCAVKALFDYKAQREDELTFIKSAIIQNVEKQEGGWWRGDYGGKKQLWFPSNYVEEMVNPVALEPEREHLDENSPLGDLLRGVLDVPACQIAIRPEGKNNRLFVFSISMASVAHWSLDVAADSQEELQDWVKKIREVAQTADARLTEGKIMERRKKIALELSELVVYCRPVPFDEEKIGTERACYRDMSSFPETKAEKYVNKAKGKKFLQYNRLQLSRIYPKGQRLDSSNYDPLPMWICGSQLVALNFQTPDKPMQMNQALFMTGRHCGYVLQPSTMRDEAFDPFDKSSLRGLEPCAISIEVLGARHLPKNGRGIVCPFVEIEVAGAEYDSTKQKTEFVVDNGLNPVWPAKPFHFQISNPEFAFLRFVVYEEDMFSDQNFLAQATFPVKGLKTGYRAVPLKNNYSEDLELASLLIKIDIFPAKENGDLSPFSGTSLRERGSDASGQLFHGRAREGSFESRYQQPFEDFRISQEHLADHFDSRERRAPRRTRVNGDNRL
TDP2 absorb: blocks human TDP2 phosphodiesterase activity; O95551; recombinant TDP2, T5PNP hydrolysis, p-nitrophenol absorbance 415 nm; inhibition, % at 12.8 µM; hit rate 0.34% among 370,000; AID 720702;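 active = inhibition above the mean of all tested compounds plus 3 SD, set per campaign, cut at about 25% in these data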;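 note: 0% = DMSO with enzyme and 100% = buffer with substrate but no TDP2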
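test system = human TDP2 enzyme | input = TDP2 enzyme at 120 nM final | medium = 50 mM Tris-HCl pH 7.5 with Mg2+, KCl, DTT, BSA | also added = T5PNP substrate, 5 mM | times = 2 h at 37 °C | technique = epi absorbance | benchmarks = high control without enzyme, low control DMSO plus TDP2 | replication = each compound tested once, singlicate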
The depositor's hits bear a star; i = inactive. The order is random. About 4.2% of those tested had a hit in this group.

Compound	ARFGAP1 inhibitor	ADAM10 inh	ASAP1 inh	ADAM17 inh	proKLK7 act	Tn7 DDE FP	Tn6 DDE FP	LEDGF integ inh	PLCg1 inh	TDP2 absorb
CCc1cc(C(=O)Nc2cc(S(=O)(=O)N(CC)CC)ccc2N2CCOCC2)sc1C	6	-1	6	3	-0.6	-9	3	1	-50	0
CC(C)(C)NC(=O)C(c1c[nH]c2ccccc12)N(C(=O)Cn1nnc(-c2ccc(Cl)cc2)n1)c1ccccc1F (stereo unspecified)	5	10	5	6	0.0	3	0	-2	1	6
COc1ccc(Br)cc1C1SCCN1S(C)(=O)=O (stereo unspecified)	5	4	20	-1	-0.4	0	-2	1	4	0
Cc1cccc(COc2coc(CN3CCN(C(=O)c4ccco4)CC3)cc2=O)c1	15	-9	-18	-3	-0.6	7	0	-1	-1	-1
O=C(Nc1cccc(C(F)(F)F)c1)c1ccc2sc([C@@H]3O[C@H](CO)[C@H](O)[C@H](O)[C@H]3O)nc2c1	3	-10	1	-5	-0.9	5	-5	-4	-1	-1
CC(C)C(C(=O)NCC1CCCO1)N(C(=O)CNS(=O)(=O)c1ccc(F)cc1)C1CCCCC1 (stereo unspecified)	-2	1	10	-2	-0.3	3	-2	-5	-1	7
COc1cc(/C=C(\C#N)C(=O)N2CCCCC2)ccc1O	16	-2	11	0	-0.2	-4	-7	1	1	4
CC(=NNC(=O)c1ccncc1)c1ccc2ccccc2c1O	-2	1	-9	-2	-2.4	-33	-1	-5	-62	2
CC(C)NC(=O)c1cc(C2CCCCN2C(=O)CCCc2ccccc2)on1 (stereo unspecified)	3	-4	5	-5	-0.1	-7	0	-2	0	-3
Cn1c(=O)oc2cc(S(=O)(=O)N3CCCCC3)ccc21	-3	-8	4	-1	0.2	7	0	-1	-1	9
O=C(NCc1ccccc1)C(c1ccccc1)n1c(=O)c(-c2cc3ccccc3[nH]2)nc2ccccc21 (stereo unspecified)	18	-362	8	-118	-115	6	-6	-5	i	1
CSc1ccccc1OCc1cc(C(=O)N2CCN(c3ncccn3)CC2)no1	9	0	10	-1	0.1	-1	-4	5	-5	1
CCOC(=O)C1CCN(C(=O)c2cccc(S(=O)(=O)N(C)C3CCCCC3)c2)CC1	-6	-3	-9	-1	0.3	3	0	3	0	1
Cc1ccc(CNC(=O)N[C@@H](Cc2ccccc2)C(=O)O)cc1	-3	-10	-8	-2	0.6	-8	1	-4	-5	-5
O=C(COC(=O)c1cc(S(=O)(=O)N2CCCCC2)ccc1N1CCOCC1)c1ccc(Cl)cc1	-3	5	-4	5	-3.0	0	-6	3	-2	2
Cc1cccc(C)c1NC(=O)C(c1ccncc1)n1c(=O)c(-c2cc3ccccc3[nH]2)nc2ccccc21 (stereo unspecified)	9	-123	12	-48	-7.7	0	-5	-3	-457	0
CN(c1ccc(C(=O)Nc2ccc3c(c2)n(C)c(=O)n3C)cc1)S(C)(=O)=O	-3	-5	-3	2	0.0	-4	-4	0	-2	1
CCc1ccccc1NC(=O)c1ccc([N+](=O)[O-])s1	2	10	-2	1	-0.9	-2	1	-1	0	-8
O=C(O)COc1ccc(/C=C2\SC(=Nc3ccccc3)N(c3ccccc3)C2=O)cc1	0	4	1	-3	0.1	6	1	-1	1	4
COc1ccccc1NC(=O)Nc1ccc2c(c1)CCC2	3	3	5	1	0.4	-2	-1	4	4	-6
O=C(O)/C=C/C(=O)Nc1cccnc1	8	-20	7	-7	0.5	8	12	-1	-1	-10
Cc1[nH]c(=O)[nH]c(=O)c1N1CCOCC1	-2	1	-4	-6	-0.2	-5	0	2	1	3
COCOc1ccc(C=O)c(OCOC)c1	-5	-3	-9	1	0.3	3	0	0	5	4
CCN1C(=O)CC(C(=O)Nc2ccc(F)cc2)SC1=Nc1ccc2c(c1)OCO2 (stereo unspecified)	7	7	18	2	0.5	-2	-1	1	2	-4
CCN1C(=O)/C(=C/c2cccs2)N(C)C1=S	-3	3	-2	-1	0.1	3	2	-2	1	-2
CS(=O)(=O)N1CCN(c2ccccc2NC(=S)NC(=O)c2ccco2)CC1	-16	-1	3	0	-0.1	-10	0	-2	1	-14
NC(=O)c1cc2ccc(O)cc2oc1=Nc1ccccc1	9	i	-2	i	40*	-3	2	0	i	-14
COc1ccc2nc(SCC(=O)Nc3ccc(S(=O)(=O)Nc4nccc(C)n4)cc3)[nH]c2c1	-3	-20	3	-3	0.2	-2	-1	2	2	9
COc1cc(CNCCCCO)ccc1OCc1ccccc1F	4	4	-4	1	0.1	0	-5	7	3	-4
CN1CCN(C(=O)c2ccc3c(=O)n(-c4ccc(F)cc4)c(=S)[nH]c3c2)CC1	4	2	-17	0	-1.2	-6	-2	0	1	-10
O=C(COC(=O)c1cc(S(=O)(=O)Nc2ccccc2Cl)ccc1O)Nc1ccc(F)c(F)c1F	-1	-14	19	-4	1.4	0	2	3	-5	-6
COc1ccc(S(N)(=O)=O)cc1C(=O)OCCCOC(=O)c1cc(S(N)(=O)=O)ccc1OC	8	-15	9	-4	-0.2	-2	6	-3	-3	0
CC1(C(=O)NCCc2c[nH]c3ccccc23)CCN1Cc1csc2ccccc12 (stereo unspecified)	9	2	-2	0	0.6	-6	0	-1	2	-3
CN=C(Nc1ccc(Br)cc1)SC1CC(=O)N(c2ccc(OC)cc2)C1=O (stereo unspecified)	14	14	7	4	0.1	-2	-5	-2	2	3
CC(C)C(=O)N1CCC1(C)C(=O)NCc1ccc(F)cc1Cl (stereo unspecified)	3	-7	1	-3	0.1	2	4	1	0	4
O=C(Nc1ccon1)c1ccc(N2CCCCC2)c([N+](=O)[O-])c1	-2	8	-4	2	0.5	-4	-1	-1	2	2
CCn1c(SCC(=O)Nc2nc(C)cs2)nnc1C(NC(=O)c1ccccc1Cl)C(C)C (stereo unspecified)	6	-1	6	-2	-0.2	-4	-4	-2	3	2
O=S1(=O)CC(N2CCN(c3ccccn3)CC2)CN1Cc1ccccc1 (stereo unspecified)	7	-15	-3	-3	0.0	2	4	-8	2	-7
COc1ccc(N2C(=O)C3C(c4ccc(OC)cc4O)NC(Cc4ccccc4)(C(=O)O)C3C2=O)cc1 (stereo unspecified)	-8	6	7	-1	0.8	-3	-1	-3	2	6
Cn1c(Cc2cccc3ccccc23)nnc1SCC(=O)N1CCN(c2ccccc2)CC1	1	3	-13	4	0.0	-5	-1	3	6	0
CCN1/C(=C2\OC(=S)N(C)C2=O)Sc2ccccc21	-7	12	-1	5	-0.2	-7	6	5	6	-10
COc1ccc(C(=O)c2c3ccc(C(F)(F)F)cc3[n+]([O-])n2CCCC(N)=O)cc1	3	4	2	-4	0.1	5	-6	-1	-1	-2
CC(C)CNS(=O)(=O)c1ccc(S(=O)(=O)NC2CCOC(C)(C)C2)cc1 (stereo unspecified)	0	5	-5	-4	-0.2	2	-6	2	1	1
COc1ccccc1N1CCN(S(=O)(=O)c2ccc(-n3cnnn3)cc2)CC1	12	-1	-9	1	-0.6	1	1	-4	-3	-9
CN(C(=O)Nc1ccccc1)C1CCS(=O)(=O)C1 (stereo unspecified)	0	-2	4	-5	-0.2	0	0	2	-1	-1
Cc1ccc(NC(=S)N(CCCN2CCOCC2)Cc2cccnc2)cc1C	12	5	-1	1	0.0	-6	-2	6	4	-1
O=C1c2cccc3cccc(c23)C(=O)N1OS(=O)(=O)c1ccccc1	1	-20	-18	-6	26*	-3	-1	-7	-21	2
Cc1cccc(NC(=O)c2ccc(S(=O)(=O)NCc3cccnc3)cc2)c1	-13	4	-3	2	0.5	2	-3	5	2	5
Cc1cc(S(=O)(=O)N2CCOCC2)ccc1OCC(=O)Nc1cccc(C(F)(F)F)c1	2	2	-13	1	-0.4	-3	-8	3	2	4
CCNC(=S)N1CCN(S(=O)(=O)c2ccc(Cl)s2)CC1	-8	10	1	0	0.4	0	-7	-1	6	-6
N#Cc1ccccc1OCC(=O)Nc1cc(S(=O)(=O)N2CCCCC2)ccc1N1CCOCC1	6	-7	2	4	0.8	0	6	0	0	1
CCOc1ccc(/C=N/NC(=O)C(=O)N2CCCCCC2)c2ccccc12	-8	-23	-6	-12	-0.5	-4	-2	2	-9	-15
O=C(CNC(=O)COc1ccccc1)NCc1ccccc1F	5	-6	0	0	0.0	2	1	1	-3	12
CC(=O)c1c(C)oc2ccc(NS(=O)(=O)c3ccc(C)cc3)cc12	10	4	0	-7	-0.3	1	-9	-4	-1	-8
Cc1ccc(C(=O)Nc2cccc3ccccc23)cc1	17	1	1	-4	-0.3	4	4	-2	0	1
Cc1c(NC(=O)c2cc3nc(-c4ccc(Cl)cc4)cc(C(F)(F)F)n3n2)c(=O)n(-c2ccccc2)n1C	5	12	-3	-1	0.3	4	-5	-2	1	0
Cc1[nH]c2ccccc2c1C(=O)CSc1cccc[n+]1[O-]	-5	-6	-3	-5	0.3	8	-5	-5	-1	-7
CC1Oc2ccccc2OC1(O)c1ccccn1 (stereo unspecified)	-16	-4	-1	-3	0.0	-2	1	0	6	2
CCCc1cc(=O)oc2cc(OCC(=O)N3CCc4ccccc43)ccc12	1	1	-7	-4	0.1	2	4	-3	-1	12
COC(=O)CNC(=O)c1cccs1	8	-3	8	1	-0.7	-2	-8	3	3	-8
COC1=CC(=O)C(OC)=C(OC)C1=O	-2	-9	12	-5	-0.5	4	-11	1	-1	1
O=C(Cc1ccccc1)Nc1nc(-c2cccc([N+](=O)[O-])c2)cs1	-2	-9	0	-1	-0.3	2	-3	5	5	-3

One compound at a time, as listed above. Values in the order: ARFGAP1 inhibitor	ADAM10 inh	ASAP1 inh	ADAM17 inh	proKLK7 act	Tn7 DDE FP	Tn6 DDE FP	LEDGF integ inh	PLCg1 inh	TDP2 absorb
Cc1[nH]c2ccccc2c1C(=O)CSc1cccc[n+]1[O-] in the list: -5	-6	-3	-5	0.3	8	-5	-5	-1	-7
O=C(Cc1ccccc1)Nc1nc(-c2cccc([N+](=O)[O-])c2)cs1 in the list: -2	-9	0	-1	-0.3	2	-3	5	5	-3
